Source: PubChem
SENP6 block: blocks the human protease SENP6; 330,000 compounds, 1.8% hits; AID 2599; Recombinant SENP6 catalytic domain, aminoluciferin luminescence; inhibition, % at 10 µM;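 active means inhibition above about 50% at the single tested dose, limit read from the data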;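 further: plate controls were DMSO wells with enzyme for no effect and DMSO wells lacking enzyme for full effect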
SENP1 inh: SENP1 (human) catalytic domain inhibition; inhibition, % at 10 µM; recombinant SENP1 catalytic domain, CyPet-SUMO1-YPet FRET cleavage; 360,000 compounds, 0.21% hits; Q9P0U3;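 active means inhibition at least 30% at 10 µM, raw YFP signal under a set limit, fluorescence ratio 0.5 to 1.5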;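 further: 0% = enzyme with DMSO and 100% = no enzyme wells; some results filed as inactive read as strong as hits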
Target sequence (Q9P0U3 419-644 limits assumed): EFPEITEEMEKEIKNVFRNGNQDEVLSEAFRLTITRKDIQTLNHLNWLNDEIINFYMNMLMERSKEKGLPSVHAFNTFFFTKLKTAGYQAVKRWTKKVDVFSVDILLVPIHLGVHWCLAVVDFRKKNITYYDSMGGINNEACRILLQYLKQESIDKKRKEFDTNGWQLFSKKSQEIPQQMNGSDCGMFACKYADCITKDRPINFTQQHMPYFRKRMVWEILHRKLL
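Test system: human SENP1 catalytic domain; medium: Tris pH 8 buffer plus EDTA, NaCl, BME, BSA, NP40, catalase; incubation: 50 min reaction at room temperature; technique: FRET, CFP and YFP emission; controls: no-enzyme low control and enzyme-plus-DMSO high control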
PfGluPho inh: PfG6PD (Plasmodium falciparum) enzyme inhibition; PfGluPho enzyme, NADPH resazurin-diaphorase fluorescence; inhibition, % at 20 µM; 350,000 compounds, 0.78% hits; AID 504690;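 active means inhibition reaching at least a set limit at 20 µM in the primary screen, cut at about 59% in these data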;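 further: 0% = DMSO wells with substrate and 100% = DMSO wells lacking glucose-6-phosphate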
HKDC1 inh: HKDC1 (human) hexokinase inhibition; recombinant HKDC1, G6PDH/diaphorase resazurin coupled fluorescence; inhibition, % at 20 µM; 340,000 compounds, 0.16% hits;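 active means inhibition above about 35% when tested at 20 µM, limit read from the data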;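 further: plate controls were DMSO wells with enzyme for no effect and DMSO wells lacking enzyme for full effect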
Target sequence (Q2TB90 whole entry, looked up): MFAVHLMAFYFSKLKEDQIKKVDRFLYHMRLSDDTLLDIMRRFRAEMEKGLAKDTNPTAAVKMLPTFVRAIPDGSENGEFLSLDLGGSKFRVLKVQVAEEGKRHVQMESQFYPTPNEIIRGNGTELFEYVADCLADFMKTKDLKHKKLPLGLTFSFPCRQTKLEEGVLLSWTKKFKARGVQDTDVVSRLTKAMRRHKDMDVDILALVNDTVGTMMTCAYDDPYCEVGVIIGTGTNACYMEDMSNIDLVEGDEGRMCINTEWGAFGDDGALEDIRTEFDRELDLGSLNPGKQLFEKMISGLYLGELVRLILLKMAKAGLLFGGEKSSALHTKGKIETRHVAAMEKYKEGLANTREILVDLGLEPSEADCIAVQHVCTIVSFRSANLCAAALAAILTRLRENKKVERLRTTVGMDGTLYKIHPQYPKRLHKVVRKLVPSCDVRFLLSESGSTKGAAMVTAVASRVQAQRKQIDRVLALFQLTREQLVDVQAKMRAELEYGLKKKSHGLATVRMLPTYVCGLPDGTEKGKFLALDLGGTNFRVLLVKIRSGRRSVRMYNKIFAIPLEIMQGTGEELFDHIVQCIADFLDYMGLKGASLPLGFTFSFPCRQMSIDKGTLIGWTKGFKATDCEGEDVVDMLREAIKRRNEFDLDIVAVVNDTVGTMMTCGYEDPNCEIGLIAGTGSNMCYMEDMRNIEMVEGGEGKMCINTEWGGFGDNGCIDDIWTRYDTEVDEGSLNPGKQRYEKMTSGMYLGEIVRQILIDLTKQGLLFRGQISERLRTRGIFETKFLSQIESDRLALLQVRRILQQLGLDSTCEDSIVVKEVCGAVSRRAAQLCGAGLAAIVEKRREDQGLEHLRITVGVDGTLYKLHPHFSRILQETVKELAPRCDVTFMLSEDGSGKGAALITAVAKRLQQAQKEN
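test system = in-house recombinant HK5 (HKDC1) enzyme | amount = HKDC1 at 5 µg/mL | control set = DMSO-enzyme wells negative, buffer-substituted wells positive | compound = one dose of 20 µM, 1% DMSO | schedule = reaction time 90 min, room temperature, protected from light | technique = resorufin fluorescence at 613 nm | reagent = glucose with 1 mM ATP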
Apaf1 inhib: human Apaf-1 inhibition; O14727; reconstituted apoptosome caspase-3 activity, DEVD-Rh110 fluorescence; inhibition, % at 20 µM; 330,000 compounds, 0.71% hits; active means inhibition of at least 40% at 20 µM;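 further: plate controls were DMSO wells for no effect and DEVD-CHO caspase inhibitor wells for full effect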
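System – cell-free apoptosome with Apaf-1, procaspase-3 and caspase-9 · Buffer or medium – pH 7.5 Hepes buffer with CHAPS, BSA, DTT · Also added – cytochrome c with DEVD-Rh110 · Times – 30 min compound preincubation, 50 min activation, room temperature · Technique – Rh110 fluorescence intensity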
SENP8 block-1: blocks human SENP8 cleavage of Nedd8 substrate; recombinant SENP8, Nedd8 substrate fluorescence; inhibition, % at 20 µM; 360,000 compounds, 0.64% hits; AID 602440; in the data active means inhibition mostly above about 40%, no sharp cut-off; inactive means mostly below about 27%
SENP8 block-2: inhibitors of human SENP8 protease | AID 2540 | purified SENP8, Z-RLRGG-aminoluciferin cleavage, luminescence | Q96LD8 | 330,000 compounds, 1.2% hits | inhibition, % at 10 µM; in the data active means inhibition above about 50%
SENP7 inh: inhibitors of human SENP7 protease; Q9BQF6; recombinant SENP7, Z-RLRGG-aminoluciferin luminescence, 40 min; inhibition, % at 5 µM; 330,000 compounds, 1.5% hits;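 active means inhibition above about 50% at the single test dose, limit read from the data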;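 further: plate controls were DMSO with enzyme for no effect and no enzyme buffer wells for full effect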
* hit, by the source's call; / = not tested or not shown.

SMILES	SENP6 block	SENP1 inh	PfGluPho inh	HKDC1 inh	Apaf1 inhib	SENP8 block-1	SENP8 block-2	SENP7 inh
O=C(COc1cc2oc(=O)c3c(c2cc1Cl)CCCC3)N1C[C@H]2C[C@@H](C1)c1cccc(=O)n1C2	-3	-20	17	18	25	-226	5	10
O=C(CCC1CCN(C(=O)c2ccco2)CC1)NCc1ccc(F)cc1	7	-1	1	-4	-1	6	11	-1
COc1ccc(/C=N/NC(=O)c2ccc3nc[nH]c3c2)cc1OC	-6	-2	9	-1	2	-132	-13	-14
CCC(C)(C)n1nnnc1C(c1ccc(C)cc1)N1CCN(Cc2cccnc2)CC1 (stereo unspecified)	-5	-12	-1	-4	-11	-1	7	1
CCCCCCOc1ccc(OC(=O)c2cccnc2)cc1	1	0	11	-3	-1	7	-11	-4
COc1ccc2c(CC(=O)OCC(=O)N3CCc4ccccc43)coc2c1	-3	0	10	2	14	9	0	1
Cc1cc(NC(=O)c2ccccc2Cl)ccc1NC(=O)c1ccccc1Cl	-30	3	-8	-6	4	15	-7	4
COc1ccc(C2CC2C(=O)c2ccccn2)cc1 (stereo unspecified)	36	-2	-10	-8	-1	1	20	20
COc1ccccc1CC(=O)NN1C(=O)NC2(CCC(C)CC2)C1=O (stereo unspecified)	-5	2	-2	2	-3	9	8	-1
COc1ccc(C2NC(=O)NC(O)(C(F)(F)F)C2C(=O)c2ccc(F)cc2)cc1 (stereo unspecified)	-3	2	8	1	-3	21	-5	-2
CCOC(=O)C1=C(Nc2ccc(OC)cc2)OCC1=O	-13	1	4	-3	-9	16	-4	1
COc1cc(Cl)cc2c1Sc1ccccc1/C2=C/CCN(C)C	2	-25	-12	-2	12	-13	-1	2
Nc1ccc(Oc2ccc3nc(-c4ccccc4)c(-c4ccccc4)nc3c2)cc1	-1	/	19	-1	21	/	2	9
Cc1ccc(S(=O)(=O)C2(S(=O)(=O)c3ccc(C)cc3)CC2)cc1	-8	3	4	6	-11	25	9	5
O=C1NC(=S)NC1=Cc1ccco1	/	1	14	6	/	23	/	/
O=C(c1ccco1)N1CCN(C(c2cccs2)c2nnnn2C2CCCCC2)CC1 (stereo unspecified)	-2	-2	-14	6	-8	4	3	6
Nc1ccc(N2CCCCC2)c(Cl)c1	-5	4	10	13	0	4	-2	10
O=C(O)c1ccccc1C(=O)NCCc1c(C(=O)O)[nH]c2ccc(F)cc12	6	2	-8	-4	-3	14	3	2
CCC1(c2ccccc2)NC(=O)N(CC(=O)N(C)CC(=O)Nc2cccc(OC)c2)C1=O (stereo unspecified)	-11	2	-1	-2	-5	2	-5	-6
COCC(C)NC(=O)c1cc(-c2cccc(OC)c2)on1 (stereo unspecified)	3	3	13	-5	-3	6	-20	-6
O=C(NCCCN1CCCC1=O)c1nnc(Cc2c(F)cccc2Cl)o1	-8	2	-35	3	-14	21	-7	-4
O=C(NCCc1ccccc1)c1ccc(NC(=O)c2cccnc2)cc1	4	1	15	-6	-9	3	-13	-17
O=C(NCCCN1CCOCC1)C(C(=O)NCCCN1CCOCC1)c1ncc(C(F)(F)F)cc1Cl	-39	4	11	-5	-3	13	6	1
Cc1cnc(C(=O)OCc2ccc(C#N)cc2)cn1	-11	-2	-13	2	7	3	0	-5

Entries of single compounds as entered above. Screens in order: SENP6 block | SENP1 inh | PfGluPho inh | HKDC1 inh | Apaf1 inhib | SENP8 block-1 | SENP8 block-2 | SENP7 inh
`CCC1(c2ccccc2)NC(=O)N(CC(=O)N(C)CC(=O)Nc2cccc(OC)c2)C1=O` (stereo unspecified) is entered as -11 | 2 | -1 | -2 | -5 | 2 | -5 | -6
`Nc1ccc(N2CCCCC2)c(Cl)c1` is entered as -5 | 4 | 10 | 13 | 0 | 4 | -2 | 10
`O=C(NCCc1ccccc1)c1ccc(NC(=O)c2cccnc2)cc1` is entered as 4 | 1 | 15 | -6 | -9 | 3 | -13 | -17
`O=C(NCCCN1CCOCC1)C(C(=O)NCCCN1CCOCC1)c1ncc(C(F)(F)F)cc1Cl` is entered as -39 | 4 | 11 | -5 | -3 | 13 | 6 | 1
`O=C(O)c1ccccc1C(=O)NCCc1c(C(=O)O)[nH]c2ccc(F)cc12` is entered as 6 | 2 | -8 | -4 | -3 | 14 | 3 | 2

Next part
SMILES	SENP6 block	SENP1 inh	PfGluPho inh	HKDC1 inh	Apaf1 inhib	SENP8 block-1	SENP8 block-2	SENP7 inh
Cn1c(=O)[nH]c(=O)c2c1nc1n2CCCN1Cc1ccccc1	-34	4	14	8	13	16	-6	-6
COc1ccc2oc(=O)c(C(=O)NCCc3ccc(OC)c(OC)c3)cc2c1	4	-15	-5	1	5	-298	-12	-3
COc1ccc(C2(C)CC(C)(C)Nc3ccccc32)cc1 (stereo unspecified)	-10	-1	4	7	5	14	1	6
Cc1cc(NC(=O)CCc2ccc(C)o2)no1	-6	1	-2	4	-6	10	-11	10
Cc1ccc(OCC(=O)Nc2ccc(NC(=O)c3ccccc3)cc2)cc1C	-16	0	1	-3	-6	11	-8	-1
CN(C)/C=C/C(=O)c1cccc([N+](=O)[O-])c1	-6	0	-1	-9	3	20	-1	9
O=C(Nc1nnc(COc2ccc(F)cc2)s1)c1cccs1	4	-1	-24	-6	4	-21	0	3
CN(CC(=O)Nc1ccc(Cl)c(C(F)(F)F)c1)C(=O)c1cc(=O)[nH]c2ccccc12	-12	-2	15	-2	21	-66	-2	-10
CC(C)(C)c1ccc(OCC(=O)Nc2ccncc2)cc1	6	0	5	-4	-3	6	1	1
Cc1ccc(CNC(=O)CCN2C(=O)[C@@H]3Cc4ccccc4CN3C2=O)cc1	1	1	-12	-2	-1	6	-9	-14
N=c1n(CC(=O)c2ccc([N+](=O)[O-])cc2)c2ccccc2n1Cc1ccccc1Cl	/	-30	19	-1	/	-1	/	/
CCOC(=O)c1oc2cc(O)ccc2c(=O)c1-c1ccccc1OC	-8	5	1	-3	5	3	3	4
CC(=O)Nc1ccc(C(=O)Nc2ccc3c(c2)OCO3)cc1	-7	2	6	-3	-13	1	-6	7
COc1ccc(C2CC(c3ccc(Cl)cc3)=NN2C(=O)c2cccc([N+](=O)[O-])c2)cc1 (stereo unspecified)	-6	1	12	-5	1	8	-10	0
CN1c2ccccc2N(C)C1c1c(O)ccc2ccccc12	2	-2	8	0	3	-25	5	16
COCC(=O)N1CCC(Oc2ccc(C(=O)N3CCCCC3COC)cc2)CC1 (stereo unspecified)	-17	0	-9	-5	-7	0	-7	9
O=C(c1ccc(CS(=O)c2ccccc2Cl)o1)N1CCOCC1 (stereo unspecified)	-21	3	7	-3	-13	7	7	-4
CCOC(=O)c1ccc(S(=O)(=O)Nc2nc3cc(S(=O)(=O)NC4=NCCCCC4)ccc3s2)cc1	5	3	12	-1	-6	18	-2	-1
OC[C@@H](O)C1OC2NC(=S)OC2C1O (stereo partly specified)	-5	0	-4	1	-9	7	8	0
Nc1cc(C(=O)OCC(=O)Nc2cccc(S(=O)(=O)N3CCOCC3)c2)ccc1Cl	-15	6	17	1	-1	-497	2	-1
C1=C(CCNCC2CC2)CCCC1	-10	1	-4	-10	-17	13	7	5
COc1cccc(N=Cc2c(O)c3ccccc3oc2=O)c1	62*	-6	-12	3	8	-311	9	27
COc1cc2ncnc(NCc3cccc(Cl)c3)c2cc1OC	-12	1	-3	15	9	-21	-1	7
CC(C)C(=O)Nc1ccc2oc(-c3cc(F)c(F)cc3Cl)nc2c1	-7	3	6	-6	10	-273	-10	-17
CCCCNC(=O)c1cn(CC)c2ccc(S(=O)(=O)N3CCCC3)cc2c1=O	-10	3	-1	4	5	14	-6	-16
Cc1ccccc1N/N=C/c1ccc(C#N)cc1	25	-10	22	-5	8	8	-17	-5
c1ccc(Cn2cc(CN3CCCCO3)c(-c3ccc4c(c3)OCO4)n2)cc1	-12	4	6	-5	13	1	-7	-10
O=C(NCc1cccnc1)/C(=C/c1ccc(-c2cccc(Cl)c2)o1)S(=O)(=O)c1ccccc1	-8	2	8	0	17	11	1	6
CCOC(=O)c1cnc(SCc2nc(N)nc(Nc3ccc(F)cc3)n2)nc1N	0	0	20	8	7	9	2	1
Cc1ccc2c(c1)N(CCC(=O)NCc1ccccn1)C(=O)CO2	9	-1	-3	-6	0	16	7	5
COCCN(C(=O)Cc1cccs1)C(C(=O)NCc1ccc(OC)cc1)c1ccc(OC)cc1 (stereo unspecified)	8	4	-9	4	2	8	1	-3
COc1cc(C)c(Cl)cc1S(=O)(=O)NC1CC(C)(C)NC(C)(C)C1	-8	/	/	/	-2	/	4	10
CC12C=CC(=O)C=C1C(F)CC1C3CCC(O)(C(=O)CO)C3(C)CC(O)C12F (stereo unspecified)	/	2	-5	-7	/	21	/	/
CCOC(=O)C1=C(N)OC2=C(C(=O)CC(C)(C)C2)C1c1cccnc1 (stereo unspecified)	-29	3	-1	-5	-2	8	2	9
COCCOC(=O)C1=C(C)NC2=C(C(=O)CCC2)C1c1ccc(N(C)C)cc1 (stereo unspecified)	-8	-8	3	-7	-12	-197	1	3
CCC(=O)N1CCc2cc(S(=O)(=O)Nc3ccccc3C)ccc21	9	-1	-10	3	2	13	-1	4
CCOC(=O)c1c(/N=C/C2C(=O)CCCC2=O)sc2c1CCCC2	-3	-25	24	-11	13	-58	3	8
COc1ccc(N2CCN(C(=O)Nc3ccccc3C)CC2)cc1	-9	2	-3	-14	-6	0	2	3
COC(=O)c1cn(C(=O)c2ccccc2Cl)c2ccccc12	-1	0	14	-6	4	15	7	5
COc1cc(OC)c(OC)cc1CN1CCN(C(=O)c2cccc3ccccc23)CC1	-7	1	3	-3	-4	20	-7	9
O=C(CSc1nnnn1-c1ccc(F)cc1)Nc1nc2ccccc2s1	3	1	-11	-1	-8	14	6	0
CC(=O)/C(=N/Nc1ccc(C)cc1)Sc1nnc(CCc2ccccc2)n1-c1ccccc1	-23	-1	15	-3	20	8	-11	-7
CC(NC(=O)c1cc2ccccc2o1)C(=O)O (stereo unspecified)	4	2	7	-3	3	21	-8	-7
COc1ccc2cc(C#N)c(Cl)nc2c1	-15	-8	-7	-7	-2	-384	2	-1
Cc1ccc(C)c(NC(=O)CSc2n[nH]c(-c3ccncc3)n2)c1	-9	2	-19	2	-7	16	0	-6
Nc1nc(NCc2ccccc2)n(-c2ccccc2)n1	-12	2	1	-3	-6	10	4	2
CCOC(=O)c1c(C)n(-c2ccccc2)c2ccc(OCCN(C)C)cc12	-20	-1	0	5	11	-7	-7	-3
CC(C)[C@H](NC(=O)OC(C)(C)C)c1nnc(SCc2cccc(F)c2)o1	-14	2	1	0	14	2	-2	-5

Taken from the results shown, 2 compounds:
SMILES	SENP6 block	SENP1 inh	PfGluPho inh	HKDC1 inh	Apaf1 inhib	SENP8 block-1	SENP8 block-2	SENP7 inh
COc1cc(OC)c(OC)cc1CN1CCN(C(=O)c2cccc3ccccc23)CC1	-7	1	3	-3	-4	20	-7	9
O=C(CSc1nnnn1-c1ccc(F)cc1)Nc1nc2ccccc2s1	3	1	-11	-1	-8	14	6	0

(more compounds)
SMILES	SENP6 block	SENP1 inh	PfGluPho inh	HKDC1 inh	Apaf1 inhib	SENP8 block-1	SENP8 block-2	SENP7 inh
O=C(Cc1c(Cl)cccc1Cl)OCC(=O)N1CCN(C(=O)c2ccco2)CC1	-8	-1	-4	-4	1	5	0	-2
Cc1cc(S(=O)(=O)N2CCCc3ccccc32)ccc1-n1cnnn1	-25	0	3	-1	15	8	-7	-7
COc1ccccc1NC(=O)CN1C(=O)COc2ccc(S(=O)(=O)N3CCOCC3)cc21	-2	3	15	-6	2	17	0	-2
O=c1c2cn[nH]c2[nH]c(=S)n1-c1cccc2ccccc12	10	-2	6	1	4	3	-5	5
CCCCN(C)C(=O)Cn1cnc2sc(C)c(S(=O)(=O)N3CCN(c4ccccc4OC)CC3)c2c1=O	-15	-1	-3	1	14	6	-12	-13
